RAD54 inh = RAD54 (human) branch migration inhibition. Q92698. RAD54 Holliday junction branch migration, FAM/BHQ fluorescence. inhibition, % at 10.4 µM. 0.14% of 360,000 active. AID 602329;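 active = mean normalized replicate activity at least 40 and at least half of replicates scoring 40 or more; inconclusive = only one of the two criteria met; inactive = mean below 40 and under half of replicates reaching 40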;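 also: 0% = median of neutral control wells and 100% = median of positive control wells; inhibitors cause a drop in the FAM fluorescence signal; in these data hits start at about 50%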
XiGFP reactiv = activators of X-chromosome reactivation in mouse fibroblasts; XiGFP mouse fibroblasts, % GFP-positive cells imaging, 3 d; cells co-treated with 5-aza-dC sensitizer; scaled so ellipticine positive control = 100%; activation, % at 7.58 µM; 0.055% of 360,000 active; AID 743238;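 active = mean normalized replicate activation at least 10% and every replicate at or above 10%; inconclusive = only one of the two criteria met; inactive = mean below 10% and not all replicates reach 10%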;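 also: 0% = median of on-plate neutral control wells and 100% = ellipticine 6 µM median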
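Schedule: 3 d treatment, 15 min room-temperature fixation; system: 68-5-11 XiGFP fibroblast line; buffer or medium: DMEM plus 5-aza-dC sensitizer; control set: ellipticine 6 µM positive control; compound: one concentration, pinned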
INS-1E GSIS act = primary screen for activators of insulin secretion dependent on glucose, INS-1E cells, GLuc reporter luminescence | 0.61% of 370,000 active | INS-1E GLuc reporter insulin secretion, 2-3 h | activation, % at 16.6 µM;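 active = lowest replicate activation of at least 40%, so every replicate reaches that level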;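 also: 0% = median of neutral control wells and 100% = median of IBMX positive control wells; some compounds called inactive have numbers as strong as hits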
ARNT TACC3 PPI = disruptors of human ARNT/TACC3 interaction; Q9Y6A5; AlphaScreen His-ARNT PAS-B/GST-TACC3 binding, luminescence; TACC3 fragment carries E629A point mutation; inhibition, % at 9.99 µM; 0.66% of 390,000 active;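 active = mean inhibition of replicates at least 50% and at least half of replicates each reaching 50%; inconclusive = half or more replicates reach 50% but mean below 50%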;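 also: 0% = complete ARNT plus TACC3 wells and 100% = ARNT alone without TACC3; many hits fall short of the cut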
CFTR F508del cor = correctors of CFTR F508del function in bronchial epithelial cells | 0.36% of 350,000 active | CFBE cells, YFP halide quenching; stimulated with forskolin plus potentiator P3; % fluorescence drop versus neutral controls | activity (quench increase), % at 7.58 µM;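 active = mean added fluorescence quench of at least 8% versus neutral control, with both replicates also reaching 8%; inconclusive = only one of the mean or replicate conditions met; inactive = mean below 8% and not both replicates reaching 8%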;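 also: cells transiently co-express mutant CFTR-F508del with the halide-sensitive YFP; corrector assay measuring rescue of mutant channel to the surface after 24 h compound exposure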
ERAP1 inh = blocks human ERAP1 aminopeptidase activity | Q9NZ08 | recombinant ERAP1, Leu-AMC fluorescence, 60 min | inhibition, % at 10.7 µM | 0.15% of 340,000 active | AID 652197;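 active = mean replicate inhibition of at least 30%, or all replicates individually reaching that 30% level; inactive = mean below 30% and not every replicate reaching it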;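 also: 0% = neutral control wells and 100% = L-leucinethiol positive control wells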
Target sequence (Q9NZ08 whole entry, looked up): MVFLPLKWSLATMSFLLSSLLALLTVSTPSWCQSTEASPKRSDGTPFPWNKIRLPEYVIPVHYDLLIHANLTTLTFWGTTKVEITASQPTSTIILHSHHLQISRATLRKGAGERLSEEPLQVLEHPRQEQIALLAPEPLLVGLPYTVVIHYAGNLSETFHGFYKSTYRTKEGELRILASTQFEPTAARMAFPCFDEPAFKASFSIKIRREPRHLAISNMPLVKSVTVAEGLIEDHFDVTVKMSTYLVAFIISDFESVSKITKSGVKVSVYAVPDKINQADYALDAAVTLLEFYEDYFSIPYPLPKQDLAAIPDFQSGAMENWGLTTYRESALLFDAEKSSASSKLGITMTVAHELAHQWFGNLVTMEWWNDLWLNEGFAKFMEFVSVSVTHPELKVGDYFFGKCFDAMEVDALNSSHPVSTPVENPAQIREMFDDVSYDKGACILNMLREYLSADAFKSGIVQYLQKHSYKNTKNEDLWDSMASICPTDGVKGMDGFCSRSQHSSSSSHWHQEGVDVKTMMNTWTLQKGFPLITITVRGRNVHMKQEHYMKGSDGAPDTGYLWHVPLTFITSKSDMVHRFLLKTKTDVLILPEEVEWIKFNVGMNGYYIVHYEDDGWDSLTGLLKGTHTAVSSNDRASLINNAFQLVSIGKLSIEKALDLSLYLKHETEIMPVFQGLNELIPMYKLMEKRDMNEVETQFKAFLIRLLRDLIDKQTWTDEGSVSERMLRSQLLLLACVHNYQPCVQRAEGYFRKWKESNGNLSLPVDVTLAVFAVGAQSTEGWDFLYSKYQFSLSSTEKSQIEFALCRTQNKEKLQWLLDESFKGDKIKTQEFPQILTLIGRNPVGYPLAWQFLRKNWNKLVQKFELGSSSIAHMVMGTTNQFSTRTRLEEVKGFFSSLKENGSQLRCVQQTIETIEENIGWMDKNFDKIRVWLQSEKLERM
RAD52 inh = blocks human RAD52 DNA annealing | P43351 | recombinant RAD52 DNA annealing, FRET fluorescence | inhibition, % at 18.7 µM | 0.46% of 360,000 active;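 active = every replicate showing at least 50% inhibition; inconclusive = mean inhibition at least 50% but not in every replicate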
esBAF inh = blocks esBAF chromatin remodeling in mouse ES cells; AID 602393; 2% of 350,000 active; Bmi1-luciferase knock-in reporter, 24 h; 100% = twice the neutral-well signal; reporter increase, % at 12.5 µM; in the data active = activation above about 40%; inconclusive = no clear call, values can overlap the other calls;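 also: 0% = median of the plate's neutral control wells and 100% = double that signal; a rise in the Bmi1 reporter signal indicates esBAF inhibition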
Numbers without * were called inactive; i = inactive; ? = inconclusive; / = no result given; & = joins results of further samples.

SMILES	RAD54 inh	XiGFP reactiv	INS-1E GSIS act	ARNT TACC3 PPI	CFTR F508del cor	ERAP1 inh	RAD52 inh	esBAF inh
C[C@@H]1CN([C@@H](C)CO)C(=O)Cc2cc(NC(=O)Nc3cccc4ccccc34)ccc2O[C@H]1CN(C)C(=O)Nc1ccc(C(F)(F)F)cc1	3	-0.6	5	-3	1.6	-2	3	-3
O=C(C[C@@H]1C=C[C@H](NC(=O)C2CCC2)[C@@H](CO)O1)NCC1CC1	1	0.2	6	/	4.9	1	-6	-2
Cn1c(=NC(=O)CS(=O)(=O)c2ccccc2)sc2cc([N+](=O)[O-])ccc21	/	0.2	24	18	-1.6	-2	-4	/
O=C(CC1CC1)N1CC(=O)N2[C@H](CO)[C@@H](c3ccc(-c4cccnc4)cc3)[C@H]2C1	/	0.3	2	/	-0.3	0	-16	/
Fc1ccc(OCc2nc(-c3cccs3)no2)cc1	-9	0.1	7	-5	-1.1	/	-1	?
CC(C)OC(=O)N(C)C[C@H]1OCc2ccccc2-c2ccccc2C(=O)N([C@H](C)CO)C[C@@H]1C	-6	1.6	1	-17	-0.9	-1	-9	-5
CC(c1nc2ccccc2c(=O)[nH]1)N1CCCN(S(=O)(=O)c2ccc(F)cc2)CC1 (configuration not stated)	-1	0.2	-22	0	-1.3	-1	-15	-1
O=C(O)c1cc2ccccc2cn1	-2	0.3	8	77*	-8.9	1	-31	-1
Cc1cc(O)cc(=O)n1CCc1ccccc1	-17	0.1	-3	-1	2.5	0	0	-3
O=C(CC1S/C(=N/N=C/c2c[nH]c3ccccc23)NC1=O)Nc1ccccc1 (configuration not stated)	/	-0.1	-12	-4	/	-4	-7	/
COc1ccc2c3c([nH]c2c1)[C@@H](CO)N(C(=O)Nc1ccc(F)cc1)CC31CN(Cc2nccs2)C1	/	0.3	-1	/	3.3	0	-5	/
COc1ccccc1N(C)C(=O)c1cc(S(=O)(=O)N2CCCC2)cn1C	9	0.0	1	-1	-1.1	4	-12	-8
COc1ccc(S(=O)(=O)Nc2ccc3c(c2)C(=O)N([C@@H](C)CO)C[C@@H](C)[C@@H](CN(C)C(=O)CCCN(C)C)OCCCC[C@@H](C)O3)cc1	1	-0.1	25	3	0.3	-12	22	-4
COc1cccc(CN2CCCC(N3CCc4ccccc4C3)C2)c1O (configuration not stated)	-8	0.0	-3	1	-1.5	-2	1	-9
CN(C)/N=C/c1ccc([N+](=O)[O-])cc1[N+](=O)[O-]	/	0.2	-7	/	1.4	-3	0	/
COCCNC(=O)/C(C#N)=C\c1ccc(CNC(=O)C(=O)Nc2ccc(C)c(C)c2)o1	/	0.0	-4	-1	3.5	10	-19	/
COc1ccc(/C=C2\SC(=S)N(NS(=O)(=O)c3ccccc3)C2=O)c(OC)c1	-13	0.0	-1	-10	1.1	-7	i	0
CC1(C)OC(=O)C(=Cc2ccc(-c3ccc(S(N)(=O)=O)cc3)o2)C(=O)O1	4	0.0	-1	-1	0.3	4	-40	7
CC(Sc1nnc(Cc2cccs2)n1C)C(=O)Nc1ccc(C(N)=O)cc1 (configuration not stated)	-14	0.0	6	-4	-1.0	3	-8	-4
Cc1ccccc1-c1ccc2c(c1)O[C@H](CN(C)Cc1ccncc1)[C@@H](C)CN([C@H](C)CO)S2(=O)=O	5	-0.8	-25	11	-7.0	6	17	-3
COc1ccc(C(C)(C)C)cc1NC(=O)COC(=O)c1cnc(C)cn1	-8	/	-1	0	/	1	-9	3
CN(c1ccccn1)c1ncnc2[nH]ncc12	-14	-0.1	19	-2	1.8	-5	-11	8
CC(C)c1ccc(NC(=O)COc2nncc3ccccc23)cc1	/	0.1	5	12	-1.8	5	-9	/
Cc1ccc(S(=O)(=O)N(C)C)cc1NC(=O)[C@H](Cc1ccccc1)N1C(=O)c2ccccc2C1=O	/	0.0	2	-7	0.5	9	-40	/
COc1cccc(NC(=O)Cn2c3ccc(F)cc3c3nc4n(c(=O)c32)CCCS4)c1	-12	0.1	15	2	0.6	2	-11	3
CCCc1cc(=O)[nH]c(SCC(=O)Nc2cccc3ccccc23)n1	-7	0.0	-5	-1	-2.0	4	-9	4
CCOC(=O)c1c(C)[nH]c(C)c1S(=O)(=O)N(C)CC(=O)NCc1ccc(C)cc1	/	0.0	10	2	0.7	-3	-2	-3
C[C@H](CO)N1C[C@H](C)[C@@H](CN(C)C(=O)C2CCCCC2)Oc2ncc(C#CC3CCCC3)cc2C1=O	-4	0.0	5	1	2.5	-5	21	-5
CCCc1ccc2oc(C(=O)N(C)CCn3ccnc3C)c(C)c2c1	-6	0.1	-2	1	-0.8	2	-19	-1
COC(=O)C1=C(C)N(Cc2cccc(C(F)(F)F)c2)C(=NCc2cc(OC)c(OC)c(OC)c2)NC1c1ccc(F)cc1 (configuration not stated)	/	0.2	-15	/	1.8	2	29	/
COc1ccc(NC(=O)Nc2ccc3c(c2)C(=O)N([C@@H](C)CO)C[C@H](C)[C@H](CN(C)S(=O)(=O)c2ccc(C)cc2)OCCCC[C@H](C)O3)cc1	-8	-0.1	-7	-4	-1.1	-4	11	-3
CC(=O)N1[C@@H](CO)[C@@H](c2ccccc2)C12CN(Cc1cc(F)ccc1F)C2	/	0.0	-13	/	1.2	0	-47	/
COc1cc(C(CC(=O)N2CCCC2)c2c(OC)cc(OC)c3c(-c4ccccc4)cc(=O)oc23)cc(OC)c1OC (configuration not stated)	-8	0.0	-39	15	0.1	0	-20	0
CC(C)c1ccc(CNc2ccc3c(c2)ncn3C)cc1	-10	0.5	-19	22	/	1	5	21
CCn1c(=O)c2ccccc2n(CC(=O)NC2CCCCC2)c1=O	1	0.1	-3	-12	2.0	-5	9	-4
NC(=O)C1CCN(C(=O)CCC(=O)N2CCOc3ccc(Cl)cc32)CC1	-10	0.0	/	2	-4.3	-1	-2	0

Entries of single compounds, quoted from the list. Screens in order: RAD54 inh | XiGFP reactiv | INS-1E GSIS act | ARNT TACC3 PPI | CFTR F508del cor | ERAP1 inh | RAD52 inh | esBAF inh
NC(=O)C1CCN(C(=O)CCC(=O)N2CCOc3ccc(Cl)cc32)CC1 is entered as -10 | 0.0 | / | 2 | -4.3 | -1 | -2 | 0
CC(C)c1ccc(CNc2ccc3c(c2)ncn3C)cc1 is entered as -10 | 0.5 | -19 | 22 | / | 1 | 5 | 21
COc1ccc(NC(=O)Nc2ccc3c(c2)C(=O)N([C@@H](C)CO)C[C@H](C)[C@H](CN(C)S(=O)(=O)c2ccc(C)cc2)OCCCC[C@H](C)O3)cc1 is entered as -8 | -0.1 | -7 | -4 | -1.1 | -4 | 11 | -3
CCn1c(=O)c2ccccc2n(CC(=O)NC2CCCCC2)c1=O is entered as 1 | 0.1 | -3 | -12 | 2.0 | -5 | 9 | -4

New compounds follow
SMILES	RAD54 inh	XiGFP reactiv	INS-1E GSIS act	ARNT TACC3 PPI	CFTR F508del cor	ERAP1 inh	RAD52 inh	esBAF inh
O=C(CN1C(=O)c2ccccc2C1=O)OCC(=O)N1CCCCC1	-5	0.2	/	-1	2.3	-4	-5	4
Cc1cc(C(=O)Cn2cnc3ccccc3c2=O)c(C)n1C1CC1	1	0.0	1	-3	-0.9	3	-11	65*
O=C(Nc1cc(S(=O)(=O)Nc2ccc(Cl)cc2)ccc1N1CCCCC1)c1ccc(F)cc1Cl	/	0.0	-3	0	/	-3	-17	/
NNC(=O)CCN1CCCCC1	/	0.0	3	7	-3.9	/	-1	/
COc1ccccc1/C=C1\SC(=S)N(CCC(=O)Nc2cc(C)on2)C1=O	/	/	-3	-3	-2.0	-2	-207	-45
C=C1CCN([C@@H](Cc2ccccc2)C(=O)NCc2ccccc2)S(=O)(=O)c2ccccc21	-5	0.0	-3	21	2.8	1	-34	-5
O=C(C1CCC1)N1CC[C@@H]2[C@H]1c1cc(-c3cccc(F)c3)ccc1N[C@@H]2CO	-11	0.2	23	8	3.1	/	/	0
COc1ccccc1CNC(=O)Cc1ccc(C)cc1	/	0.0	8	8	-1.0	-4	-15	10
Cc1ccc(N=Nc2c(N)[nH]n3c(=O)cc(C)nc23)cc1	10	0.0	-6	32	/	4	-4	/
Cc1cc(NC(=O)CSc2nc(-c3ccccc3Cl)nc3c2c(=O)n(C)c(=O)n3C)no1	6	0.3	4	-4	2.4	8	-17	-3
COc1ccc(S(=O)(=O)NC2CC3CCC2C3)cc1Cl (configuration not stated)	-11	/	-32	-7	3.2	1	-15	0
C[C@H](CO)N1C[C@H](C)[C@@H](CN(C)C(=O)Nc2ccc(C(F)(F)F)cc2)OCc2cn(nn2)CCCC1=O	-2	0.2&0.0	15&-7	-3	0.2&-2.0&0.3	0&0	-9&3	-1&-4
Cc1ccc(-c2cnc3c(c2)C(=O)N([C@@H](C)CO)C[C@@H](C)[C@H](CN(C)C)O3)cc1	2	-0.8	4	-3	-3.4	3	13	-1
Cc1ccc(-n2nc3c(=O)n(CCCC(=O)NC4CCC(C)CC4)nc(C)c3c2C)cc1 (configuration not stated)	2	-0.1	-13	-7	1.2	0	-3	9
CCN(CC)c1ccc(NC(=S)Nc2ccc(F)cc2)cc1	4	0.0	-36	31	-1.2	1	-10	7
Cc1ccc(-c2nn(-c3ccccc3)cc2C(=O)NCC2CCCO2)cc1 (configuration not stated)	/	-0.1	-19	2	2.2	0	-6	6
C[C@@H]1CCCCO[C@@H](CN(C)S(C)(=O)=O)[C@@H](C)CN([C@H](C)CO)C(=O)c2cc(NS(=O)(=O)c3ccccc3)ccc2O1	-21	-0.9	4	-5	1.3	-4	-1	-9
O=C(CN1C(=O)/C(=C/c2ccccc2)SC1=S)NC1C=CS(=O)(=O)C1 (configuration not stated)	-9	0.0	-5	-3	-5.1	1	-3	7
O=C(c1ccc2c(c1)OCO2)N1CC(=O)N2[C@H](C1)[C@@H](c1ccc(C#CCC3CCCC3)cc1)[C@@H]2CO	/	0.0	8	/	2.2	-1	26	/
Cc1c(C(=O)NN2CCOCC2)cccc1[N+](=O)[O-]	/	0.1	3	0	-0.5	0	-5	/
Cc1cc(NC(=O)c2cc(C(C)C)on2)nn1Cc1ccc(Cl)cc1	2	-0.2	-10	-3	1.6	0	-7	14
Cc1ccc(NC(=O)CN(C)C(=O)Cc2ccccc2F)cc1	-2	0.0	-4	6	0.5	-3	-6	9
N#CC1C=Cc2c(ccc3ccccc23)N1C(=O)c1ccccc1 (configuration not stated)	/	0.0	27	-2	0.4	0	-49	/
CCOC(=O)c1ccc(NC(=O)CN2CCN(C(=O)C3CCCO3)CC2)cc1 (configuration not stated)	4	0.0	10	-2	-6.1	-2	-8	-2

Just ARNT TACC3 PPI, for some of the entries so far:
Compound	ARNT TACC3 PPI
Cc1ccc(NC(=O)CN(C)C(=O)Cc2ccccc2F)cc1	6
N#CC1C=Cc2c(ccc3ccccc23)N1C(=O)c1ccccc1 (configuration not stated)	-2
CCOC(=O)c1ccc(NC(=O)CN2CCN(C(=O)C3CCCO3)CC2)cc1 (configuration not stated)	-2

Source: PubChem BioAssay
